Assay outcomes: PubChem BioAssay, several laboratories
LMPTP inh: LMPTP phosphatase inhibitors, primary screen, biochemical, fluorescence intensity, uHTS; recombinant LMPTP-A, OMFP fluorogenic substrate; inhibition, % at 20 µM; 360,000 compounds, 0.22% hits; AID 651560, 2012;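 active = compounds that cut the enzyme signal by at least half of the control window in the single-dose screen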;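 also: plate controls were DMSO wells with enzyme plus substrate for no effect and substrate without enzyme for full effect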
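Test system: LMPTP-A, protein tyrosine phosphatase of low molecular weight; Input: 0.625 nM enzyme; Incubation: 50 min dark incubation at room temperature; Signal: endpoint fluorescence intensity from OMFP dephosphorylation; Read-out basis: % inhibition versus control wells.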
CSN inh: inhibitors of CSN-mediated cullin deneddylation, primary screen, biochemical, fluorescence polarization, uHTS | COP9 signalosome complex subunit 5 (Homo sapiens), Q92905 | Purified CSN, SCF-Nedd8-OG deneddylation | inhibition, % at 12.5 µM | 360,000 compounds, 0.38% hits | AID 651999, 2013;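 active = pattern-corrected inhibition above about 35%, with an unprinted fluorescence ratio check between 0.5 and 1.5, limit read from the data, passing the limit was not always enough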;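 also: 0% = enzyme with substrate and 100% = substrate without enzyme; some results filed as inactive read as strong as hits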
Target sequence (Q92905 whole entry, looked up, one chain of several): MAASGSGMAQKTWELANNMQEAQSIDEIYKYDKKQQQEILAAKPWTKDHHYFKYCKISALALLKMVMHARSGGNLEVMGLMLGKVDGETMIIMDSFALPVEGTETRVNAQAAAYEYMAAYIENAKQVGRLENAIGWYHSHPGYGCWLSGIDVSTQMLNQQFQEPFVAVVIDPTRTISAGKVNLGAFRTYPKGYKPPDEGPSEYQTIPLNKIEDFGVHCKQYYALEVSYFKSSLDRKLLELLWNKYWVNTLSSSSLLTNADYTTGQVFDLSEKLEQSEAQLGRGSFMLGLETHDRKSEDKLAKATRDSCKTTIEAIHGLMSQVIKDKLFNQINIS
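Test system: purified human Csn5 enzyme expressed in HEK293T cells. Amount: 0.24 nM enzyme. Reagent: SCFSkp2-Nedd8OG substrate at 10 nM final. Schedule: 90 min incubation of compound, enzyme and substrate at room temperature. Detection: fluorescence polarization. Read-out: % inhibition of substrate cleavage by Csn5.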
STEP block: STEP phosphatase inhibitors, primary screen, biochemical, fluorescence intensity, uHTS; recombinant STEP, OMFP fluorogenic substrate; 360,000 compounds, 0.25% hits; inhibition, % at 20 µM;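 active = inhibition at 20 µM, scaled per plate between control wells, above about 37%, limit read from the data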;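 also: 0% = DMSO with enzyme and substrate and 100% = substrate only without enzyme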
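System: STEP phosphatase, cell-free reaction; Buffer or medium: Bis-Tris pH 6.0 buffer with DTT, detergent; Incubation: 20 min at room temperature, dark; Measured by: fluorescence, 480/540 nm.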
Neddylation inh: inhibitors of cullin neddylation, primary screen, biochemical, TR-FRET, uHTS, NAE and Ubc12 | calls only at 25 µM | AID 651699, 2012 | 360,000 compounds, 0.58% hits; in the data active = inhibition above about 36%
Rin1-Abl PPI inh: inhibitors of Rin1-Abl protein binding, primary screen, biochemical, TR-FRET; Tyrosine-protein kinase ABL1 (Homo sapiens) + Ras and Rab interactor 1 (Homo sapiens), …; AID 588664, 2011; inhibition, % at 7.35 µM; 360,000 compounds, 0.4% hits; in the data active = inhibition above about 5%, passing the limit was not always enough
NadD inh: inhibitors of S. aureus NadD, primary screen, biochemical, colorimetric, uHTS; 360,000 compounds, 0.78% hits; Nicotinate-nucleotide adenylyltransferase NadD (Staphylococcus aureus N315); purified NadD enzyme, colorimetric absorbance read-out; inhibition, % at 20 µM; in the data active = inhibition above about 26%; also: some compounds past the cut are filed as inactive
SUMO1 PPI mod: modulators of SUMO1 protein-protein interactions, primary screen, biochemical, uHTS. AID 602429, 2012. SUMO1 binding to a labelled peptide, TR-FRET, 1 h. 360,000 compounds, 0.33% hits. inhibition, % at 20 µM. Small ubiquitin-related modifier 1 (Homo sapiens), P63165; in the data active = inhibition above about 37%
Target sequence (P63165 whole entry, looked up): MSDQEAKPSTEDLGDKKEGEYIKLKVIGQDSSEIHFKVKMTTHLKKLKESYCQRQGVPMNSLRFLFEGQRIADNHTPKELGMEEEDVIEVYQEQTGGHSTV
Scp1 inh: Scp-1 phosphatase inhibitors, primary screen, biochemical, colorimetric, uHTS; Carboxy-terminal domain RNA polymerase II polypeptide A small phosphatase 1 (Homo …; inhibition, % at 20 µM; Recombinant Scp1, phosphopeptide, malachite green phosphate absorbance; AID 493091, 2011; 340,000 compounds, 0.88% hits;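 active = inhibition above about 50% at 20 µM, limit read from the data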;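 also: plate controls were DMSO wells with enzyme for no effect and wells lacking enzyme for full effect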
Target sequence (Q9GZU7 76-261 limits assumed): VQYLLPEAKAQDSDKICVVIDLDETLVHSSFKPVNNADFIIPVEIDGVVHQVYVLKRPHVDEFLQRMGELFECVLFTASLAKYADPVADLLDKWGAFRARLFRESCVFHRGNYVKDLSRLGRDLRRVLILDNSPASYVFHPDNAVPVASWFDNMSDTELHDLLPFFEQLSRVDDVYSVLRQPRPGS
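Material – SCP-1 phosphatase catalytic domain, residues 76-261 · Buffer or medium – Acidic Tris acetate buffer with magnesium and detergent · Also added – Phospho 17-mer peptide substrate · Compound – single 20 µM dose, 1% DMSO · Times – 45 min room-temperature reaction, 5 min colour, 30 min stabiliser · Technique – Phosphate-binding colour reagent, absorbance read at 630 nm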
Rpn11 block: Rpn11 (PSMD14) deubiquitinase inhibitors, primary screen, biochemical, fluorescence polarization, uHTS; human 26S proteasome, Ub4-pepOG fluorescence polarization; 20S core pre-blocked with epoxomicin; calls only at 20 µM; 360,000 compounds, 0.59% hits; AID 588493, 2011; 26S proteasome non-ATPase regulatory subunit 14 (Homo sapiens), O00487;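 active = inhibition at 20 µM, scaled to each plate's controls, above about 33%, limit read from the data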
Target sequence (O00487 whole entry, looked up): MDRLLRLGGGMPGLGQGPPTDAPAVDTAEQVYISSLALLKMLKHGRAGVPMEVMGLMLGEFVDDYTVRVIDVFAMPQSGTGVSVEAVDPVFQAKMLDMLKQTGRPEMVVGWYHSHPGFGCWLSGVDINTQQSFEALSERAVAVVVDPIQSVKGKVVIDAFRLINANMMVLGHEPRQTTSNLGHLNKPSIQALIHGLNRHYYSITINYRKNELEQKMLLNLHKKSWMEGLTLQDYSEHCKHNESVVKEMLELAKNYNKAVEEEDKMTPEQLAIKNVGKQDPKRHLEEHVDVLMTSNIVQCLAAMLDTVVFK
DNMT1 block: human DNMT1 methyltransferase inhibitors, primary screen, biochemical, molecular beacon, fluorescence, HinP1I cleavage, uHTS. inhibition (reported as % activation of signal), % at 10 µM. DNA (cytosine-5)-methyltransferase 1 (Homo sapiens), P26358. 360,000 compounds, 0.83% hits; in the data active = inhibition above about 50%
Starred values were filed as active, the others as inactive; i = inactive; / = no result given; + = active, no number.

entry	LMPTP inh	CSN inh	STEP block	Neddylation inh	Rin1-Abl PPI inh	NadD inh	SUMO1 PPI mod	Scp1 inh	Rpn11 block	Molecule	DNMT1 block
1	0.3	-0.6	-2.8	i	0.2	0.9	4.0	-6.1	i	COc1ccc(S(=O)(=O)Nc2cccc(Cl)c2)cc1OC	-5.5
2	2.0	-0.3	3.6	i	3.1	2.7	2.2	-5.8	i	CCOC(=O)[C@H]1[C@H]2COc3ccc(Cl)cc3[C@@H]2N2C(=O)c3ccc(Cl)cc3NC(=O)[C@@]12C	-3.9
3	1.4	-1.0	1.3	i	-1.9	-8.4	2.2	7.3	i	COc1ccc(C(=O)COC(=O)c2ccc3c(c2)OCO3)c(OC)c1	0.9
4	0.4	6.8	0.2	i	2.4	-2.2	-7.1	-4.5	i	C(=N\N1CCOCC1)/c1ccsc1	-0.8
5	-0.7	-1.7	-0.7	i	-0.4	5.6	-36.6	-6.5	i	O=C(CN1C(=O)S/C(=C/c2ccccn2)C1=O)N1CCOCC1	1.3
6	0.6	1.0	/	i	/	-5.1	3.5	/	/	CCOC(=O)N1CCN(C(=O)C[C@@H]2C[C@@]3(C(=O)OC)CCCCC=C3N(Cc3ccc(Cl)cc3Cl)C2=O)CC1	/
7	1.0	-2.4	-1.3	i	0.5	2.2	2.7	/	i	CCCOc1ccc(F)cc1-c1cc(C(=O)Nc2ccccc2)[nH]n1	-3.1
8	-0.3	1.8	0.7	i	0.1	-5.9	7.1	-7.6	i	COC(=O)c1ccccc1S(=O)(=O)N1CCC(C(=O)OCc2cccc(OC)c2OC)CC1	-9.9
9	-2.8	5.5	3.8	i	3.3	4.2	5.3	-0.3	i	CCCc1cc(-c2n[nH]c(=S)n2CC)cs1	-0.8
10	0.4	12.2	-0.8	i	0.9	28.1	-8.5	/	i	Cc1cc(S(=O)(=O)c2ccc(Cl)cc2)nc(S(=O)(=O)c2ccc(Cl)cc2)c1C#N	1.1
11	0.4	0.9	2.0	i	-4.1	6.5	8.4	8.4	i	O=C(N/N=C/c1ccccn1)c1cccc(NC(=O)c2ccc(Cl)cc2)c1	-2.9
12	-0.1	1.6	-2.2	i	-2.1	-6.0	-11.6	-7.8	i	O=C(/C=C/c1ccc(Br)cc1)N1CCN(Cc2ccccc2)CC1	-1.9
13	-0.8	-0.9	2.8	i	-1.7	-6.5	4.6	-2.0	i	CN(C)c1nc2c(c(=O)n(C)c(=O)n2C)n1CC(=O)c1cccs1	2.8
14	-1.8	4.7	-2.8	i	-3.7	-4.5	2.9	-0.6	i	CCOc1ccc2[nH]c(=O)c(CN(CCO)C(=O)c3ccc(Br)cc3)cc2c1	-5.0
15	-1.5	-5.0	0.7	i	-2.8	1.1	7.5	-0.1	i	COc1cc(NCCCn2cnc3c(OCc4ccccc4)ncnc32)cc(OC)c1OC	1.8
16	5.1	3.7	-0.5	i	1.5	4.1	-9.2	5.0	i	O=C(Nc1ccc(SC(F)F)cc1)c1ccc2c(=O)n3c(nc2c1)CCC3	-1.3
17	-2.6	-4.6	-2.1	i	-0.7	-8.5	-0.2	/	i	CCCN(C)C[C@@H]1Oc2ncc(Br)cc2C(=O)N([C@@H](C)CO)C[C@H]1C	3.9
18	0.3	1.7	0.2	i	0.3	1.5	-31.5	-6.8	i	CCN(CC(=O)Nc1ccc2c(c1)OCCO2)C(=O)/C=C/c1ccc([N+](=O)[O-])cc1	0.9
19	1.5	-6.6	5.0	i	1.6	5.3	-1.5	-4.9	i	CN(C)c1ccc(C2Nc3ccccc3C(=O)N2NS(=O)(=O)c2ccccc2)cc1 (configuration not stated)	0.2
20	2.5	-1.2	0.7	i	3.4	-1.1	2.4	1.2	i	CCCCCCCNC(=O)C1(CC2CC(c3cccc(Br)c3)=NO2)CCN(C(=O)CCCCCBr)CC1 (configuration not stated)	-12.4
21	-0.4	-15.6	0.7	i	-1.1	-3.2	-6.0	-2.7	i	CCn1c(=O)c([N+](=O)[O-])c(NCC(O)c2ccccc2)c2ccccc21 (configuration not stated)	3.8
22	1.7	2.3	1.0	i	-4.4	-1.3	-5.8	-0.7	i	COc1ccccc1NC(=O)c1c(N=Cc2c(O)ccc3ccccc23)cnn1C	-14.4
23	-0.3	0.8	-2.3	i	0.6	-6.4	-0.6	-0.8	i	CCN(CC)CCn1c2c(c(SCC(=O)Nc3ccc(C)c(F)c3)nc1=O)CCC2	-7.1
24	-0.7	-0.4	4.1	i	0.6	-3.4	1.6	/	i	CC1CCCC(NC(=O)c2cc(S(=O)(=O)N3CCCCC3)c[nH]2)C1C (configuration not stated)	-1.9
25	-0.7	1.3	-0.5	i	-4.2	7.9	1.4	-7.0	i	Cc1nc(NC(C)C(=O)O)c2nc(C)oc2n1 (configuration not stated)	-1.8
26	0.1	-1.1	-1.2	i	1.2	-1.4	2.5	0.8	i	CC1CCCCC1NC(=O)COCc1cc(-c2cccs2)on1 (configuration not stated)	-1.1
27	-2.4	-3.2	-4.8	i	3.9	-4.3	-5.3	2.6	i	O=C(COC(=O)c1ccco1)Nc1cccc(Br)c1	2.0
28	-0.1	4.8	-1.4	i	-5.1	-9.4	-29.1	-0.7	i	Cc1nonc1OCCN1CCN(c2ccc([N+](=O)[O-])cc2)CC1	-2.4
29	-2.6	1.3	-1.7	i	-0.9	1.1	8.5	-1.3	i	CCCN=C1N(CC)C[C@@H]2[C@@H]3C(=O)N(Cc4ccccc4)C(=O)[C@@H]3[C@](C)(C(=O)OC)N12	3.2
30	-1.2	-2.9	0.5	/	3.1	-5.1	-11.5	8.6	i	COCCN1C=C(C(=O)OC)C(c2cc(Br)c(OC)c(OC)c2)C(C(=O)OC)=C1	-3.7
31	1.8	0.6	-0.1	i	2.4	-2.4	7.1	11.4	i	CNC(=O)CC1C(=O)N(c2ccc(F)cc2)C(=S)N1NC(=O)c1ccc(Br)cc1 (configuration not stated)	4.3
32	6.0	1.6	3.7	i	-6.7	2.2	-10.5	0.6	i	C/C(=N\Nc1nc2ccccc2[nH]1)c1ccc(N2CCOCC2)cc1	-2.3
33	-1.3	-0.6	0.9	i	-0.4	-1.3	3.0	-3.5	i	CS(=O)(=O)c1ccc([C@@H](O)[C@@H](CO)NC(=O)C(Cl)Cl)cc1	0.7
34	-4.5	3.2	0.1	i	-0.3	-2.5	-1.6	-9.1	i	CCOc1cc(/C=N/NC(=O)C(=O)NCCCOC(C)C)cc(Br)c1O	0.9
35	1.9	1.1	2.8	i	0.0	3.3	3.8	-5.7	i	CC(C)Oc1ccc(S(=O)(=O)N2CCOCC2)cc1NC(=O)C1=NN(c2ccccc2)C(=O)CC1	-6.3
36	2.0	-3.9	4.6	i	2.5	-6.7	10.2	-10.6	i	O=C(c1ccccc1)c1ccc(Cn2cc(-c3ccccc3)nn2)cc1	-7.5
37	-0.3	-2.7	-0.9	i	-1.2	24.2	-2.7	-1.2	i	COc1ccccc1CN1CCN(S(=O)(=O)c2ccc(C)cc2)CC1	3.0
38	0.3	-1.3	-0.1	i	2.2	2.5	-0.6	7.2	i	Cc1ccc(C(=O)N(C)c2ccc(OCC(=O)N3c4ccc(C)cc4C4CN(C)CCC43)cc2)cc1 (configuration not stated)	-6.2
39	-0.7	0.7	-3.0	i	1.8	-2.0	1.7	-5.9	i	CCOC(=O)C1=C(C)N(CCCC(=O)O)C(=O)NC1c1ccc(Cl)cc1 (configuration not stated)	-4.9
40	1.7	-3.7	1.2	i	4.2	-12.7	-1.4	-12.8	i	Cc1ccsc1C(=O)NCCC(c1ccccc1)c1ccccc1	1.3
41	-2.2	1.3	-0.8	i	4.8	-0.9	29.7	0.2	i	O=C(O)/C=C/C(=O)Nc1ccc(O)cc1	-10.0
42	-0.7	-0.7	-2.1	i	-1.6	4.0	-7.1	-9.2	i	COCCNC(=O)C(C)N1c2cccc3cccc(c23)S1(=O)=O (configuration not stated)	-7.3
43	-0.4	-5.4	-0.9	i	3.1	-0.9	-18.5	-6.2	i	c1ccc(COc2ccc3nocc3c2)cc1	-5.2
44	1.3	2.6	2.0	+	-1.1	5.3	13.3	-6.6	i	Cc1cc(C)c(C)c(S(=O)(=O)N2CCC(C(=O)NNC(=O)c3ccccc3O)CC2)c1C	1.9
45	1.0	-7.2	-0.3	i	-0.8	-7.3	4.4	/	i	N#CC1c2ccccc2-c2ccccc2N1C(=O)c1ccccc1 (configuration not stated)	-0.9
46	-1.3	-2.9	5.7	i	3.5	-21.3	5.7	-0.3	i	C[C@H](CO)N1C[C@H](C)[C@@H](CN(C)C(=O)Nc2ccccc2)Oc2ccc(NC(=O)C3CC3)cc2C1=O	8.7
47	1.1	4.2	0.8	i	-17.9	47.4*	2.6	-7.4	i	C#CCn1c(=NC(=O)c2ccc(S(=O)(=O)N3CCc4ccccc4C3)cc2)sc2cc(S(N)(=O)=O)ccc21	39.8

Another view of seven compounds above.
no.	LMPTP inh	CSN inh	STEP block	Neddylation inh	Rin1-Abl PPI inh	NadD inh	SUMO1 PPI mod	Scp1 inh	Rpn11 block	DNMT1 block	smiles
41	-2.2	1.3	-0.8	i	4.8	-0.9	29.7	0.2	i	-10.0	O=C(O)/C=C/C(=O)Nc1ccc(O)cc1
42	-0.7	-0.7	-2.1	i	-1.6	4.0	-7.1	-9.2	i	-7.3	COCCNC(=O)C(C)N1c2cccc3cccc(c23)S1(=O)=O (configuration not stated)
43	-0.4	-5.4	-0.9	i	3.1	-0.9	-18.5	-6.2	i	-5.2	c1ccc(COc2ccc3nocc3c2)cc1
44	1.3	2.6	2.0	+	-1.1	5.3	13.3	-6.6	i	1.9	Cc1cc(C)c(C)c(S(=O)(=O)N2CCC(C(=O)NNC(=O)c3ccccc3O)CC2)c1C
45	1.0	-7.2	-0.3	i	-0.8	-7.3	4.4	/	i	-0.9	N#CC1c2ccccc2-c2ccccc2N1C(=O)c1ccccc1 (configuration not stated)
46	-1.3	-2.9	5.7	i	3.5	-21.3	5.7	-0.3	i	8.7	C[C@H](CO)N1C[C@H](C)[C@@H](CN(C)C(=O)Nc2ccccc2)Oc2ccc(NC(=O)C3CC3)cc2C1=O
47	1.1	4.2	0.8	i	-17.9	47.4*	2.6	-7.4	i	39.8	C#CCn1c(=NC(=O)c2ccc(S(=O)(=O)N3CCc4ccccc4C3)cc2)sc2cc(S(N)(=O)=O)ccc21
